Source: PubChem (Fisher Drug Discovery Resource Center)
NPYLR7 ag = mosquito NPYLR7 agonism; HEK293T NPYLR7/Galpha15, GCaMP6s calcium fluorescence; activation, % at 10 µM; 270,000 tested, 0.15% active; AID 1259423; in the data active = activation above about 40%;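 also: 0% = vehicle and 100% = reference agonist at the receptor; some compounds past the cut are filed as inactive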
hcGAS inh = inhibitors of human cGAS; Q8N884; recombinant h-cGAS, ATP depletion, Kinase-Glo luminescence; inhibition, % at 12.5 µM; 290,000 tested, 0.081% active;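 also: 0% = vehicle reaction and 100% = reaction without DNA for no activity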
Target sequence (Q8N884 whole entry, looked up): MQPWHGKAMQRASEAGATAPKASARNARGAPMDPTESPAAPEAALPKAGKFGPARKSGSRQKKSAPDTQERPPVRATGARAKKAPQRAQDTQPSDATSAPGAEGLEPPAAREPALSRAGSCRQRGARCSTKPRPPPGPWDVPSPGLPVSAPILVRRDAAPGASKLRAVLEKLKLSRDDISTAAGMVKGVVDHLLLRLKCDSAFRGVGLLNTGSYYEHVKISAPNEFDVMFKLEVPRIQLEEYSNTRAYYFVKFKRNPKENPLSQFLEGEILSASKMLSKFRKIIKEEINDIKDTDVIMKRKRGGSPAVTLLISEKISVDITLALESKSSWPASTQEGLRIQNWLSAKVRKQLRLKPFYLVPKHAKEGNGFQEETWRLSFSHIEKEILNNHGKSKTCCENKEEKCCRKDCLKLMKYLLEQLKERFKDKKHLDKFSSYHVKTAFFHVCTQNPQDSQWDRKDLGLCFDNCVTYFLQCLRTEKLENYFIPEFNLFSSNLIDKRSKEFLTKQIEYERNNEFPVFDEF
mcGAS inh = blocks mouse cGAS activity; recombinant cGAS, Kinase-Glo ATP depletion luminescence; Q8C6L5; 160,000 tested, 0.15% active; inhibition, % at 12.5 µM;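 also: 0% = negative control wells and 100% = reference inhibitor with no enzyme activity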
* hit, by the source's call; · = not tested or not shown; & = joins results of further samples. Rule as the data show it, unless noted: active = inhibition above about 40%; inactive = the rest.

The opening 2 compounds (preview)
SMILES | NPYLR7 ag | hcGAS inh | mcGAS inh
CC(=O)N1CCN(c2ccc(C(=O)NNc3ccccc3C(F)(F)F)cn2)CC1c1ccccc1 (stereo not given) | 2 | -6 | -2
CN(Cc1cccs1)C(=O)CSc1nnc(-c2cccs2)n1C1CC1 | 11 | -5 | ·

This part in full, from the first entry:
SMILES | NPYLR7 ag | hcGAS inh | mcGAS inh
CC(=O)N1CCN(c2ccc(C(=O)NNc3ccccc3C(F)(F)F)cn2)CC1c1ccccc1 (stereo not given) | 2 | -6 | -2
CN(Cc1cccs1)C(=O)CSc1nnc(-c2cccs2)n1C1CC1 | 11 | -5 | ·
COCCCN(CC(=O)N1CCc2sccc2C1c1ccc(Cl)cc1Cl)C(=O)C1C[C@H]1c1ccccc1 (stereo not given in full) | 4 | -5 | -5
Cc1[nH]cnc1CNC1CCCCC1 | · | 1 | -6
CC/C=C(/C)C(=O)N(C)Cc1ccc(C(=O)O)cc1 | -1 | -8 | ·
CC1(C(=O)NS(=O)(=O)c2ccc(F)cc2F)CCN1C(=O)Cc1ccc(Cl)cc1Cl (stereo not given) | 3 | -6 | ·
O=C(CNc1ccc(-n2cncn2)c(Cl)c1)N1CCCCCC1 | 5 | -4 | ·
CCC(C)N(CC(=O)N1CCc2sccc2C1c1ccccc1)C(=O)c1ccccc1F (stereo not given) | 12 | -8 | -4
Cc1ccc2c(c1)C1CN(C)CCC1N2S(=O)(=O)c1ccc(C(C)C)cc1 (stereo not given) | 4 | 0 | ·
CNC(=O)c1cccc(NC(=O)CC2(C)N=C(c3cccc(C(F)(F)F)c3)N(C)O2)c1 (stereo not given) | 9 | -4 | ·
CS(=O)(=O)c1ccc2nc(NC(=O)COc3ccccc3[N+](=O)[O-])sc2c1 | -2 | -5 | -6
Cc1[nH]c2ccccc2c1C(=O)C(=O)NCCN(C)C | -1 | -7 | -4
O=C(c1cnc2ccccn12)N1CC=C(c2cccs2)CC1 | -4 | -10 | -11
COC(=O)c1ccc2c(c1)S(=O)(=O)N(CC(O)c1ccccc1)C2=O (stereo not given) | 6 | -7 | ·
Cc1ccc(-c2nn(CC(=O)NCc3ccc(F)cc3)c(=O)c3nc(C)sc23)c(C)c1 | 2 | -3 | -8
COCCn1c(C)cc(O)c(C(c2ccccn2)N2CCN(C)CC2)c1=O (stereo not given) | 4 | 0 | ·
O=S(=O)(NCCOc1cc(N2CCCC2)ncn1)c1ccc(F)c(Cl)c1 | -3 | -4 | ·
CCCC(C)c1nc(N2CCN(C(=O)NCC)CC2)c2cnn(-c3ccccc3)c2n1 (stereo not given) | -1 | 1 | -3
CCc1nc2c(OCC(N)=O)cccn2c1N(C=O)Cc1ccccc1 | -1 | -1 | -4
COc1cc([N+](=O)[O-])ccc1NC(=O)C(C)Nc1ccc2nc(C)sc2c1 (stereo not given) | 4 | -9 | -7
O=C(NCc1ccc2c(c1)OCCO2)N1CCN(S(=O)(=O)c2ccccc2Cl)CC1 | 0 | -6 | ·
Cc1ccccc1C(=O)N1CCOC(c2ccccc2)C1 (stereo not given) | 13 | -7 | ·
O=C(NCCn1ncc2c(=O)n(Cc3ccc(F)cc3)cnc21)c1cc2ccccc2o1 | -2 | 0 | 0
O=C(CN1N=NC2C(=O)N(c3ccc(Cl)cc3)C(=O)C21)Nc1ccc(Cl)cc1Cl (stereo not given) | 9 | -9 | ·
Cn1ncc2c(NC3C=CS(=O)(=O)C3)nc(C(C)(C)C)nc21 (stereo not given) | 14 | -4 | ·
CSc1ccc(C(=O)N2CCC(n3cnc4ccc(F)cc43)CC2)cc1 | 3 | 0 | -5
O=C1C(=O)N(C2CCCC2)C(=O)N1CC(=O)N(C1=CCCCC1)C1CC1 | 6 | 4 | ·
O=C1NCCN2CCN(Cc3cccc(OCc4ccccc4)c3)CC12 (stereo not given) | 5 | -1 | -8
CCc1ccc(N2C(=O)c3c(C(=O)OC)nn(C45CC6CC(CC(C)(C6)C4)C5)c3C2=O)cc1 | -1 | -10 | -8
Cc1ccccc1C(=O)N(CCCN)c1cccc(C(F)(F)F)c1 | -2 | 4 | ·
CCC(C)N(Cc1c(-c2ccccc2)noc1N1CCCC1)C(=O)Nc1ccc(C)cc1 (stereo not given) | -3 | -3 | -3
Cc1ccc(C(=O)Oc2coc(CSc3nccn3C)cc2=O)cc1[N+](=O)[O-] | 12 | -5 | -4
CC(=NN1CCN(Cc2ccccc2Cl)CC1)c1ccc2ccccc2c1 | 11 | -3 | -8
CC(C)[C@@H](C(N)=O)n1ccnc1-c1ccccc1C(=O)O | 5 | -6 | ·
CO[C@H]1[C@H](NC(=O)c2cccc(F)c2)c2ccccc2C12CCN(Cc1nc(C(C)C)cs1)CC2 | 8 | -6 | -25
COc1cc(C(=O)N2CCN(Cc3ccc(-c4noc(-c5cccnc5)n4)cc3)CC2)ccc1F | 8 | -9 | -6
COC(C)(C)C#C/C=C/S(=O)(=O)c1ccc([N+](=O)[O-])cc1 | -8 | -3 | ·
O=S(=O)(c1ccccc1C(F)(F)F)N1CCN(c2nccc(-c3ccc4c(c3)OCO4)n2)CC1 | -4 | -8 | -7
CCC(C(=O)Nc1cc(C)on1)N1CCCC1c1cccs1 (stereo not given) | -17 | -7 | ·
Nc1nnc(SC/C=C/CSc2nnc(N)s2)s1 | 8 | 1 | -3
O=C(C(c1ccccc1)n1nc(-c2ccc(F)cc2)oc1=O)N1CCCC1 (stereo not given) | 1 | 1 | -2
Cc1nccn1CC(O)Cn1c2ccc(Cl)cc2c2cc(Cl)ccc21 (stereo not given) | 2 | 1 | ·
CCN(Cc1nccn1Cc1ccc(Cl)c(Cl)c1)C(=O)c1cccc(OC)c1 | 3 | 4 | -5
O=C(Cc1cccs1)N(CC1CCCO1)C1(C(=O)NC2CCCC2)CCCCC1 (stereo not given) | 1 | 3 | ·
Cc1ccc(-c2cc(NC(=O)CSc3nnc(C)s3)on2)cc1 | 4 | 2 | -3
Cc1nc2ncccn2c1C(=O)NCc1cnn(-c2cccc(F)c2)c1 | · | -7 | -10
COC1CCN(C(=O)Cc2ccccc2Br)CC1 | 5 | -4 | ·
Cc1ccccc1CC1(CO)CCCN(C(=O)c2ccoc2)C1 (stereo not given) | 3 | -1 | ·
CCOc1ccc(-n2c(C(CC)N(C)C(=O)Nc3cccc(Cl)c3Cl)nc3ccccc3c2=O)cc1 (stereo not given) | 1 | -9 | -6
CCCCOc1ccc(C2=N/C(=C\c3cccc(OC(C)=O)c3)C(=O)O2)cc1 | -1 | -1 | ·
Cc1cccc(NC(=O)NCc2nnnn2C2CCCCC2)c1 | 4 | -14 | ·
CCOc1ccc(S(=O)(=O)Nc2ccc3oc(-c4ccccc4)cc3c2)cc1 | -5 | -7 | -5
Cc1nc(N2CCCCC2)ncc1C(=O)N1CCC2(CCN(C)C2)CC1 | 7 | -5 | ·
Cc1ccc(-c2nc(SCC(=O)Nc3nccs3)c3c(=O)n(C)c(=O)n(C)c3n2)cc1 | -4 | -6 | -9
O=C(NCCc1ccccc1F)c1cccnc1Oc1cccc([N+](=O)[O-])c1 | -19 | -4 | -2
CC(C)C1CN(C(=O)c2ccc3c(c2)OCO3)CCC(=O)N1CC1CC1 (stereo not given) | 1 | -5 | ·
C=C(C)COc1ccc(-c2[nH]ncc2-c2ccccc2OC)c(O)c1 | 1 | -1 | -1
Cc1nc2c(c(C)c1CC(=O)N1CCCC(C)C1)c(=O)[nH]n2C (stereo not given) | 4 | -17 | ·
CC(C)NC(=O)C1(C)CCCN1C(=O)c1ccccc1Br (stereo not given) | 1 | -12 | -9
O=C(Cn1cnnn1)Nc1cccn(Cc2ccccc2)c1=O | 3 | -8 | -15

Next entries.
SMILES | NPYLR7 ag | hcGAS inh | mcGAS inh
Cc1cc(C)n(CCNC(=O)c2ccc3oc(Cc4ccccc4)nc3c2)n1 | 2 | -3 | -8
CCOC(=O)c1ccc(NC(=O)c2sc(NC(=O)c3ccco3)c(C(=O)OCC)c2C)cc1 | -3 | -7 | -7
Cc1cccc(OCC(=O)N2CCC(n3c(-c4ccccc4)nc4ccc(F)cc43)CC2)c1C | -3 | -4 | -7
CCOC(=O)c1ccc(N2CCCn3c2nc2c3c(=O)n(CCOC)c(=O)n2C)cc1 | -11 | -3 | ·
O=C1NCCC/C1=N/Nc1cc(OCc2ccccc2)ccc1F | 11 | -4 | ·
CCCOc1ccccc1C(=O)N1CCC2(CCN(C)C2)CC1 | 13 | -7 | ·
CC1(C)CC(C=Cc2ccccn2)=Cc2c1sc(N)c2C#N | 5 | -10 | 6
COc1ccc(C2CC(=O)C3C(=Nc4ccccc4NC3c3ccc(C)s3)C2)cc1OC (stereo not given) | -9 | -4 | -4
Cc1cc(C)cc(Nc2nc(N3CCOCC3)nc3c2cnn3-c2ccccc2)c1 | 1 | 0 | 0
O=C(c1nc2c(s1)CCCC2)N1CCCCC1CCn1ccnc1 (stereo not given) | 17 | -9 | ·
CC(NC(=O)c1cncc(-c2ccc(Oc3ccccc3)cc2)c1)c1ccccc1 (stereo not given) | · | -2 | -4
O=S(=O)(c1cccs1)N1CCN(Cn2nc(-c3ccco3)oc2=S)CC1 | 5 | -2 | ·
CC(C)c1nnc2sc(C3CCCO3)nn12 (stereo not given) | 2 | -10 | ·
CN(Cc1ccsc1)C(=O)COC(=O)c1ccc2c(c1)CCC(=O)N2 | 7 | -6 | ·
Nc1nc2ccccc2n1S(=O)(=O)c1ccc(Cl)cc1 | -4 | -6 | ·
CN1CCN(C(=O)/C=C/c2ccc(Cl)cc2Cl)CC1 | -3 | -2 | -6
COC(=O)CCc1c(C)nn(-c2ccc(C(=O)NC(c3ccccc3)c3ccccc3)cc2)c1C | -10 | -2 | 0
CCCc1nc(N2CCCN(C(=O)Nc3ccc(Cl)cc3Cl)CC2)c2c(C)nn(-c3ccccc3)c2n1 | · | -13 | -10
CC1CCCN1C(=O)c1ccc(-c2ccc3c(c2)OCCO3)s1 (stereo not given) | 3 | -14 | -10
Cc1ccccc1C(=O)Nc1cc(C(=O)N2CCCCCC2)cn(C)c1=O | -16 | -2 | -6
COc1ccc(CCOc2nc(-c3cccc(OC)c3)n(-c3ccc(NC(=O)c4ccc(F)cc4)cc3)n2)cc1 | -1 | 1 | -2
CNc1ccc(I)cc1 | 13 | 0 | ·
CC(c1ccccc1)N1CC(C(=O)OCc2nc(N)nc(Nc3ccccc3)n2)CC1=O (stereo not given) | 4 | -9 | ·
C=CCN(CC(=O)N(Cc1ccc(F)cc1)Cc1ccc(C)s1)C(=O)c1cccs1 | · | -13 | -8
CN(C)CCN(C(=O)c1cc(Br)c[nH]1)C1CCCC1 | 7 | -12 | ·
CCCCc1ccc(-c2ccc(-n3cncc3C(=O)NC3CCN(Cc4ccccc4)CC3)cc2)cc1 | 1 | 1 | 3
CCOC(=O)c1nc2cc(Cl)c(Cl)cc2nc1N1CCN(C(=O)c2cccnc2Cl)CC1 | · | -3 | -9
COc1ccc(C2c3ccsc3CCN2C(=O)CN(CC(C)C)S(=O)(=O)c2cc(Cl)ccc2Cl)cc1 (stereo not given) | -1 | -2 | -3
CC(=O)c1cccc(CN2CCCC(C(=O)Nc3ccc(-n4ccnc4C)cc3)C2)c1 (stereo not given) | 9&-5 | -5&-5 | ·
c1ccc(CN2CCOC(CNCc3ccc(-n4cnc5ccccc54)cc3)C2)cc1 (stereo not given) | 3 | -7 | ·

Results in hcGAS inh and mcGAS inh, for 5 of the compounds above:
canonical_smiles	hcGAS inh	mcGAS inh
O=C(NCc1ccc2c(c1)OCCO2)N1CCN(S(=O)(=O)c2ccccc2Cl)CC1	-6	·
Cc1ccccc1C(=O)N1CCOC(c2ccccc2)C1 (stereo not given)	-7	·
O=C(NCCn1ncc2c(=O)n(Cc3ccc(F)cc3)cnc21)c1cc2ccccc2o1	0	0
O=C(CN1N=NC2C(=O)N(c3ccc(Cl)cc3)C(=O)C21)Nc1ccc(Cl)cc1Cl (stereo not given)	-9	·
Cn1ncc2c(NC3C=CS(=O)(=O)C3)nc(C(C)(C)C)nc21 (stereo not given)	-4	·

Arranged by length of the SMILES (highest first): some entries from above
SMILES | NPYLR7 ag | hcGAS inh | mcGAS inh
CCCc1nc(N2CCCN(C(=O)Nc3ccc(Cl)cc3Cl)CC2)c2c(C)nn(-c3ccccc3)c2n1 | · | -13 | -10
Cc1ccccc1C(=O)Nc1cc(C(=O)N2CCCCCC2)cn(C)c1=O | -16 | -2 | -6
CN(C)CCN(C(=O)c1cc(Br)c[nH]1)C1CCCC1 | 7 | -12 | ·
CNc1ccc(I)cc1 | 13 | 0 | ·

Whole records as entered above. Order of screens: NPYLR7 ag | hcGAS inh | mcGAS inh
Entry for Cc1cccc(NC(=O)NCc2nnnn2C2CCCCC2)c1 : 4 | -14 | ·
Entry for Cc1ccccc1C(=O)N(CCCN)c1cccc(C(F)(F)F)c1 : -2 | 4 | ·
Entry for O=S(=O)(NCCOc1cc(N2CCCC2)ncn1)c1ccc(F)c(Cl)c1 : -3 | -4 | ·
Entry for CCCC(C)c1nc(N2CCN(C(=O)NCC)CC2)c2cnn(-c3ccccc3)c2n1 (stereo not given) : -1 | 1 | -3
Entry for CO[C@H]1[C@H](NC(=O)c2cccc(F)c2)c2ccccc2C12CCN(Cc1nc(C(C)C)cs1)CC2 : 8 | -6 | -25

Next section
SMILES | NPYLR7 ag | hcGAS inh | mcGAS inh
COCC(=O)Nc1nc(C)c(-c2ccccc2)s1 | 1 | -15 | ·
c1ccc(N2CCN(c3ccnc(N4CCN(c5ccccc5)CC4)n3)CC2)cc1 | 0 | -5 | -6
CSCCNC(=O)c1ccc2cccc(Cl)c2n1 | -3 | -8 | ·
CS(=O)(=O)Oc1ccc(/C=C2/C(=N)N3N=C(Cc4ccccc4)SC3=NC2=O)cc1 | 0 | -4 | ·
